# Screens as filed in PubChem BioAssay.
# PPARg SRC-1 ag: PPARgamma agonists recruiting SRC-1 coactivator, primary screen, biochemical; Peroxisome proliferator-activated receptor gamma (Homo sapiens), P37231; PPARgamma-SRC-1 coactivator recruitment biochemical assay; activation, % at 8 µM; 200,000 compounds, 0.41% hits; AID 631, 2007; in the data active = activation above about 19%;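 also: 0% = DMSO and 100% = reference agonist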
# Target sequence (P37231 whole entry, looked up): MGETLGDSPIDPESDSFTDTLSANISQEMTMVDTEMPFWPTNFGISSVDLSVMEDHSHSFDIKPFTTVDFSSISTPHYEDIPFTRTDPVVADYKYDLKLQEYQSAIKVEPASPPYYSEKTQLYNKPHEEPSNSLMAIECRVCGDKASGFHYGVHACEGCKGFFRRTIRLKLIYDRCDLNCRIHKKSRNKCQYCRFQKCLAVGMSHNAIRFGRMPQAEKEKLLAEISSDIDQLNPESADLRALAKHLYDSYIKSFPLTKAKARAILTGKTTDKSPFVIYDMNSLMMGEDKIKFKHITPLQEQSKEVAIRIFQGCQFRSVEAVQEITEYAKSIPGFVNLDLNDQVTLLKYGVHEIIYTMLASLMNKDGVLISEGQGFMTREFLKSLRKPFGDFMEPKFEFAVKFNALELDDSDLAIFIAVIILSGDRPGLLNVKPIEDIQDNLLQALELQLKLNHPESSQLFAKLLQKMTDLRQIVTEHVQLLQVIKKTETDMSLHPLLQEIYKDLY
# bIAP inhibitor: bovine intestinal alkaline phosphatase inhibitors, primary screen, selectivity assay for TNAP inhibitor project, biochemical, bovine IAP, CDP-star luminescence; AID 1019, 2008; 190,000 tested, under 10 active; inhibition, % at 20 µM; alkaline phosphatase, intestinal [Bos taurus]; purified bovine IAP, 30 min;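 active = over 50% inhibition of intestinal alkaline phosphatase at 20 µM in the single-dose screen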
#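 System: purified bovine intestinal alkaline phosphatase (IAP) enzyme; Input: IAP diluted 1/65,000,000 in the well; Measured by: CDP-star luminescence signal; Compound dosing: 20 µM single dose; Incubation: 30 min reaction at room temperature.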
# L major viab: Leishmania major promastigote growth inhibition, primary screen; Leishmania major promastigotes, resazurin fluorescence viability; inhibition, % at 10 µM; 200,000 compounds, 9% hits; in the data active = inhibition above about 50%;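 also: promastigotes grown with compound for 44 hours at 28 °C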
# bIAP act: bovine intestinal alkaline phosphatase activators, primary screen, biochemical, bovine IAP, CDP-star luminescence; alkaline phosphatase, intestinal [Bos taurus]; purified bovine IAP, 30 min; active compounds read high; fold of DMSO-control signal, blank-subtracted; activation factor at 20 µM; 200,000 compounds, 0.17% hits; AID 1016, 2008;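 active = activation factor of 2 or more at 20 µM, a signal rise over negative controls twice the positive control's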
# PPARg SRC3 recr: PPARgamma agonists recruiting SRC-3 coactivator, primary screen, biochemical | biochemical PPARgamma/SRC-3 coactivator recruitment assay | activation, % at 8 µM | 200,000 compounds, 0.26% hits | AID 731, 2007; in the data active = activation above about 23%;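 also: 0% = DMSO and 100% = reference agonist; some compounds past the cut are filed as inactive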
# TLR4 MyD88 comp: inhibitors of TLR4-MyD88 association in cells, primary screen, cell-based, HeLa CL3-4, BLA complementation, FRET ratio | inhibition, % at 8.4 µM | AID 861, 2007 | 200,000 compounds, 0.18% hits | HeLa CL3-4 TLR4/MyD88 BLA complementation | Toll-like receptor 4 (Homo sapiens) + Myeloid differentiation primary response protein …; in the data active = inhibition above about 25%;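 also: 0% = vehicle and 100% = reference inhibitor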
# PPARg SRC2 recr: agonists of PPARg-SRC-2 recruitment, primary screen, biochemical, HTS. PPARgamma LBD-SRC-2 recruitment. activation, % at 8 µM. 200,000 compounds, 0.34% hits; in the data active = activation above about 22%;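 also: 0% = vehicle and 100% = reference agonist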
# S1P3 antagonist: S1P3 receptor antagonists, primary screen, cell-based. 170,000 compounds, 0.27% hits. inhibition, % at 4.98 µM. AID 485, 2006. Sphingosine 1-phosphate receptor 3 (Homo sapiens), Q99500. CHO S1P3 NFAT-BLA reporter, FRET fluorescence, antagonist mode;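 active = inhibition above the plate cutoff, the mean inhibition of test wells on that plate plus 3 SD, cut at about 28% in these data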;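 also: cells challenged with S1P at its EC80 of 0.8 µM; blue over green emission ratio from cleaved BLA substrate after 4 h stimulation; 0% = S1P-stimulated wells and 100% = unstimulated DMSO-only wells; some compounds past the cut are filed as inactive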
# Target sequence (Q99500 whole entry, looked up): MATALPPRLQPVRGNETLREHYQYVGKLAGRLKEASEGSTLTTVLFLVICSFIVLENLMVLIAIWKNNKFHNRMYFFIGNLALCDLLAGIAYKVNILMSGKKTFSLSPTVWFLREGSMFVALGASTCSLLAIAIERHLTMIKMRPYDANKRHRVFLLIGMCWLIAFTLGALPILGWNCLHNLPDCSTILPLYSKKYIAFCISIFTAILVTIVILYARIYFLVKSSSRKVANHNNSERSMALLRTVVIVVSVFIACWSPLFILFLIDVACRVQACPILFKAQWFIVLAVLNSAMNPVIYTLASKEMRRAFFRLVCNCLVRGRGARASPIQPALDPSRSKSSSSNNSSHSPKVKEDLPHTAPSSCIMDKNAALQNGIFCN
# ROMK primary: ROMK potassium channel modulators, primary screen, cell-based, thallium flux, MLSMR library. ATP-sensitive inward rectifier potassium channel 1 (Homo sapiens), P48048. Tet-inducible ROMK, thallium flux fluorescence; actives lie on both sides. B-score at 10 µM. 130,000 compounds, 2% hits;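 active = signal ratio slope over the read window, or its plate-corrected B-score, at least 3 SD from the plate mean, either direction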;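 also: B-score of the F/F0 ratio slope over 7 to 12 s after thallium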
# Redox H2O2 prof: compounds producing H2O2 with reducing agent – biochemical, NIH compound library profiling, artefact control for MLSCN library redox annotation, primary screen; DTT-dependent redox cycling H2O2, phenol red/HRP absorbance; 100% = 100 µM peroxide control, 0% = buffer; activation, % at 10 µM; 200,000 compounds, 0.03% hits; AID 878, 2007;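 active = activation of at least 50% relative to the plate's high and low controls in the primary single-dose screen; inactive = activation below 50%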;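 also: compound incubated with DTT at 0.8 mM final as the reducing agent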
# SRC2 TRFRET art: TR-FRET signal artefacts, primary screen, artefact control for PPARgamma SRC-2 agonist project, biochemical | TR-FRET artefact counter-screen; active compounds read high | TR-FRET ratio at 8 µM | 200,000 compounds, 0.4% hits; in the data active = TR-FRET ratio above about 2000; also: inactives centre near 1500
# An asterisk follows results filed as active; / = no result given.
SMILES,PPARg SRC-1 ag,bIAP inhibitor,L major viab,bIAP act,PPARg SRC3 recr,TLR4 MyD88 comp,PPARg SRC2 recr,S1P3 antagonist,ROMK primary,Redox H2O2 prof,SRC2 TRFRET art
Cc1ccccc1-c1nc(CN2CCC(C(=O)NCC3CCCO3)CC2)c(C)o1 (stereo not drawn),-0.6,-18.2,-10.3,1.2,-0.6,2.5,2.2,14.1,/,1.5,1684
O=C(CN(C(=O)Cn1nnc(-c2ccc(F)cc2)n1)c1ccc(F)c(Cl)c1)NCC1CCCO1 (stereo not drawn),1.0,-16.5,-6.3,1.2,0.5,-1.8,8.7,-15.8,-0.791,-0.1,1632
CCOC(=O)/C(C#N)=C/Nc1cc(OC)ccc1OC,0.6,/,1.5,0.4,5.0,12.3,16.7,7.0,-0.632,-0.9,1680
CCOc1ccc(CCNC(=O)C2CCCN(c3nnc(-n4cccc4)s3)C2)cc1OCC (stereo not drawn),6.3,2.4,16.8,1,13.4,0.5,11.0,-25.7,/,0.4,1834
Cc1csc(NC(=O)CCN2C(=O)c3ccccc3S2(=O)=O)n1,-4.0,6.9,-1.7,0.9,-7.1,-11.7,4.3,-6.8,/,0.5,1360
COc1ccc([N+](=O)[O-])cc1NC(=O)Nc1cccc(Cl)c1,2.6,8.3,2.8,0.9,5.6,6.0,0.6,-4.3,1.11,-0.5,1758
COC(=O)c1oc2ccc(Br)cc2c1NC(=O)CCN1CCOCC1,-4.6,5.0,12.9,0.9,-4.1,-16.8,3.7,9.9,/,1.4,1549
COc1ccccc1NC(=O)c1ccc(NC(=O)c2cc3c(s2)CCC3)cc1,6.8,25.2,4.2,0.7,4.2,-2.6,9.5,9.3,/,0.1,1682
CC(=O)Nc1sc(C)c(C)c1CN1CCN(S(=O)(=O)c2ccccc2)CC1,-3.4,-9.0,-8.2,1.1,1.3,4.2,2.7,/,/,-1.9,1613
O=C(/C=C/c1ccc(Cl)cc1)NCc1cccs1,13.3,0.4,53.2*,1,6.2,-2.0,11.1,2.5,0.00173,-0.3,1610
CC(=O)C(=[N+]=[N-])C(=O)NCc1ccccc1,-2.7,6.6,-1.4,0.9,0.6,9.4,-1.8,/,0.764,0.9,1393
Cc1ccc(OCC(=O)Nc2ccc(Cl)cc2)c(-n2nc3ccccc3n2)c1,1.4,-2.3,-3.1,1,-3.1,-15.8,8.3,/,0.199,2.5,1338
OCCNc1ccc(Cl)cc1,3.6,3.9,-1.2,1,4.6,-4.0,-0.4,-2.0,/,2.8,1393
COc1ccccc1C1C(C(C)=O)=C(O)C(=O)N1CCc1ccccc1 (stereo not drawn),15.4,8.9,-8.4,0.9,20.4,-0.2,16.9,-24.6,/,-2.3,1892
COc1cc([N+](=O)[O-])ccc1NC(=O)Nc1nc2c(s1)CCCC2,2.6,2.8,11.1,1,0.9,3.8,3.1,-7.1,/,0.3,1447
O=C(CCC(=O)N1CCc2ccccc21)N1CCc2ccccc21,2.4,/,-3.3,/,2.6,-0.8,6.2,-1.9,/,0.3,1665
Cn1c(SCC(=O)NC(C)(C)C)nnc1-c1ccc(C(C)(C)C)cc1,1.9,-1.9,-3.5,1,-0.6,0.8,3.7,-1.5,/,-1.9,1748
CCN1CCN(c2nc(-c3cccnc3)nc3ccccc23)CC1,10.0,-2.5,54.2*,1,13.6,-6.8,1.9,-19.0,/,0.5,1636
Cc1ccc(-n2nnc3c(=O)n(Cc4cccc(C)c4)cnc32)cc1,0.6,10.9,-7.5,0.9,-4.4,5.4,4.5,-17.7,/,-2.5,1680
O=S1(=O)N=C(SCCO)c2ccccc21,-5.8,4.4,-3.2,1,5.0,4.0,-2.2,-12.6,/,1.3,1421
CCC(C)(C)NC(=O)C(c1cccn1C)N(Cc1ccccc1)C(=O)Cn1nnc2ccccc21 (stereo not drawn),-6.1,-4.8,43.9,1,-8.8,3.9,-3.5,6.6,/,4.4,1439
CC(=O)n1c2c(c3ccccc31)OC(N)=C(C#N)C2c1cccc(Cl)c1Cl (stereo not drawn),-2.6,18.4,-1.7,0.8,-5.2,-3.8,-2.3,1.8,/,2.7,1518
Brc1ccc(OCCCN2CCOCC2)cc1,-8.7,1.6,94.5*,1,-9.6,-1.7,-4.9,/,-2.06,0.4,1349
CCC(=O)N1CCCc2cc(S(=O)(=O)N3CCC(N4CCCCC4)CC3)ccc21,-1.2,4.4,36.9,1,-6.5,-0.1,3.8,0.9,/,-2.7,1416

# Sorted by SMILES length (lowest first): part of the list above
SMILES,PPARg SRC-1 ag,bIAP inhibitor,L major viab,bIAP act,PPARg SRC3 recr,TLR4 MyD88 comp,PPARg SRC2 recr,S1P3 antagonist,ROMK primary,Redox H2O2 prof,SRC2 TRFRET art
OCCNc1ccc(Cl)cc1,3.6,3.9,-1.2,1,4.6,-4.0,-0.4,-2.0,/,2.8,1393
CCN1CCN(c2nc(-c3cccnc3)nc3ccccc23)CC1,10.0,-2.5,54.2*,1,13.6,-6.8,1.9,-19.0,/,0.5,1636
CC(=O)n1c2c(c3ccccc31)OC(N)=C(C#N)C2c1cccc(Cl)c1Cl (stereo not drawn),-2.6,18.4,-1.7,0.8,-5.2,-3.8,-2.3,1.8,/,2.7,1518

# Later entries
SMILES,PPARg SRC-1 ag,bIAP inhibitor,L major viab,bIAP act,PPARg SRC3 recr,TLR4 MyD88 comp,PPARg SRC2 recr,S1P3 antagonist,ROMK primary,Redox H2O2 prof,SRC2 TRFRET art
O=C(N/N=C/c1cc(Br)ccc1O)c1ccccc1Cl,-2.1,20.5,98.2*,0.8,3.0,-4.9,12.2,-7.8,0.122,0.0,1386
CCOC(=O)c1c(-c2ccccc2)n(C)c2ccc(O)cc12,7.7,28.1,21.8,0.7,-3.5,-13.8,13.9,/,0.118,-0.3,1611
COc1ccc(Nc2nc3ccc(OC)cc3s2)cc1,4.8,-3.7,-2.8,1,4.0,-0.9,5.3,0.3,1.05,0.2,1668
O=c1[nH]c2cc(Cl)ccc2n1-c1ccccc1,8.1,6.3,0.3,0.9,5.2,-5.6,12.4,-6.7,1.22,-1.2,1647
COc1ccc(C(=O)NCc2ccc3c(c2)OCO3)cc1S(=O)(=O)NCc1ccc(Cl)cc1,2.3,-20.3,61.5*,1.2,1.1,1.2,-8.4,-10.9,-0.662,-0.4,1595
O=[N+]([O-])c1ccccc1S(=O)(=O)N1CCc2ccccc2C1,1.5,8.2,-5.4,0.9,-0.1,-15.0,10.6,-0.4,-0.71,0.5,1538
O=C(c1ccc(F)cc1)C1CCN(CCn2c(=S)[nH]c3ccccc3c2=O)CC1,-1.1,-4.7,/,1,-1.1,/,1.2,5.8,/,/,1324
Cc1ccc(C)c(-n2c(Cc3cc(=O)[nH]c(=O)[nH]3)nnc2SC(C)C)c1,5.8,-3.2,-5.9,1,4.1,6.9,6.8,-12.1,/,-1.6,1673
CCOC(=O)COc1c(C(=O)OC)sc2ncccc12,-0.2,-5.6,-4.9,1.1,6.5,3.5,3.8,-13.1,0.0535,0.6,1726
O=C1CN(C(=O)C2CC2)c2ccccc2N1,9.6,7.4,-4.6,0.9,7.9,4.4,3.5,/,/,-0.4,1597
C/C(=N\O)C(C)/[N+]([O-])=C/c1nc(C)c(C)n1O (stereo not drawn),1.3,/,2.2,/,-0.7,15.8,5.6,-9.3,/,1.0,1651
O.O.O.O=S(=O)([O-])OC[C@H]1O[C@@H](O[C@]2(COS(=O)(=O)[O-])O[C@H](OS(=O)(=O)[O-])[C@@H](OS(=O)(=O)[O-])[C@@H]2OS(=O)(=O)[O-])[C@H](OS(=O)(=O)[O-])[C@@H](OS(=O)(=O)[O-])[C@@H]1OS(=O)(=O)[O-].[Al],7.5,-7.8,-7.6,1.1,5.5,5.2,5.5,4.8,/,0.0,1604
CCC(=O)N(Cc1cc2c(C)ccc(C)c2[nH]c1=O)C1CCCCC1,1.9,2.9,24.1,1,0.7,-1.4,-0.3,-53.0,/,2.7,1482
CCC(=O)Nc1ccccc1C(=O)OCC(=O)c1ccccc1,6.5,4.6,-1.7,1,2.5,1.0,3.1,/,/,2.7,1642
CSc1ccc(C#N)cc1NC(=O)c1ccccc1,6.2,-2.2,-2.8,1,5.1,5.3,-7.1,-5.3,-0.554,0.0,1437
CC1=NNC(=O)/C1=C\c1cn(-c2ccccc2)nc1-c1ccc(Cl)cc1,8.3,6.9,100.6*,0.9,6.5,9.8,6.2,/,/,-3.9,1490
Cn1c(=O)c2c(nc(CN3CCC(C(N)=O)CC3)n2Cc2c(F)cccc2Cl)n(C)c1=O,-2.7,-2.5,-2.3,1,-4.7,3.8,6.8,-27.5,0.367,-0.3,1605
Cc1c(-c2cc[n+]([O-])cc2)oc2ccc(Br)cc2c1=O,5.1,-7.5,4.0,1.1,5.0,7.6,-2.9,-9.8,1.22,-0.5,1546
O=C1NC(=NCc2ccccc2)S/C1=C\c1ccccc1,4.0,/,22.5,0.3,5.5,3.9,7.2,-2.9,/,0.1,1419
O=C(CSC1=NCCS1)N1CCN(c2ccc(Cl)cc2)CC1,1.9,0.3,34.7,1,11.1,-3.5,4.0,/,/,4.9,1660
CCOC(=O)N1CCN(C(=O)CSCC(=O)Nc2nc(-c3ccc(Cl)s3)cs2)CC1,-5.6,15.1,-1.0,0.8,-13.8,1.1,-6.0,4.8,/,0.4,1434
Cn1c(N)c(C(=O)COC(=O)COc2ccccc2C#N)c(=O)n(C)c1=O,9.7,-5.1,0.3,1.1,0.5,2.5,-0.7,-22.1,0.892,0.0,1625
CCCCN1CNC(=S)N(c2ccc(C(=O)OCC)cc2)C1,1.8,16.5,-7.2,0.8,3.7,-4.1,7.5,-0.8,-0.2,0.7,1507
CCOC(=O)c1ccc(NC(=O)C2CCCO2)cc1 (stereo not drawn),3.4,12.3,-0.4,0.9,-9.0,9.9,-7.1,-17.4,/,2.1,1450
O=C(Cn1cnc([N+](=O)[O-])c1)Nc1cc(Oc2ccc(Cl)cc2Cl)cc([N+](=O)[O-])c1,-1.1,9.6,99.8*,0.9,7.8,4.6,5.2,/,-0.0557,0.4,1474
N#Cc1cnn2c(N)c(-c3ccc(Cl)cc3)cnc12,2.2,-2.6,-2.2,1,4.1,-2.1,4.2,-13.5,0.265,-0.8,1600
CN(C(=O)COC(=O)CNC(=O)c1sc2ccccc2c1Cl)c1ccccc1,-8.7,0.1,38.6,1,-3.7,-0.2,-2.3,-9.5,0.139,0.0,1580
Nc1cc(-c2ccco2)no1,2.3,/,-2.7,/,6.6,0.9,2.7,-13.7,-0.249,1.2,1540
CC(=O)Nc1ccc(S(=O)(=O)NC(CC(=O)NCCC2=CCCCC2)C(C)C)cc1 (stereo not drawn),8.8,0.0,-1.3,1,2.9,-15.1,5.2,4.8,/,0.0,1630
